HGIII-sPLA2 inh: Blocks human group III sPLA2 activity. Q9NZ20. QFRET BODIPY PC-A2 liposome hydrolysis, fluorescence. inhibition, % at 12.2 µM. actives 0.56% (n = 370,000);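 active = inhibition above mean plus 3 SD of compounds lying within the high and low control bounds, cut at about 19% in these data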;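 also: 0% = median of test compound wells and 100% = no enzyme DMSO wells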
ssDAF-12 act: activates DAF-12 receptor from parasite S. stercoralis | HEK293 ssDAF-12/GRIP1 lit1-tk-luc reporter, luminescence; % of 3 µM dafachronic acid response | activation, % at 6.8 µM | actives 1% (n = 370,000);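 active = activation above the mean over all tested compounds plus 3 SD, cut at about 0.9% in these data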;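 also: 0% = DMSO-only wells and 100% = 3 µM delta7-dafachronic acid wells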
ADAM10 inh: inhibits human ADAM10; O14672; recombinant ADAM10, EDANS/DABCYL FRET peptide cleavage, 3 h; inhibition, % at 7 µM; actives 0.62% (n = 370,000); AID 720582;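 active = inhibition above a per-campaign cutoff equal to the mean of compounds falling between control-based bounds plus 3 SD, cut at about 20% in these data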;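 also: 0% = DMSO wells while the 100% control is not disclosed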
Target sequence (O14672 214-748 limits assumed): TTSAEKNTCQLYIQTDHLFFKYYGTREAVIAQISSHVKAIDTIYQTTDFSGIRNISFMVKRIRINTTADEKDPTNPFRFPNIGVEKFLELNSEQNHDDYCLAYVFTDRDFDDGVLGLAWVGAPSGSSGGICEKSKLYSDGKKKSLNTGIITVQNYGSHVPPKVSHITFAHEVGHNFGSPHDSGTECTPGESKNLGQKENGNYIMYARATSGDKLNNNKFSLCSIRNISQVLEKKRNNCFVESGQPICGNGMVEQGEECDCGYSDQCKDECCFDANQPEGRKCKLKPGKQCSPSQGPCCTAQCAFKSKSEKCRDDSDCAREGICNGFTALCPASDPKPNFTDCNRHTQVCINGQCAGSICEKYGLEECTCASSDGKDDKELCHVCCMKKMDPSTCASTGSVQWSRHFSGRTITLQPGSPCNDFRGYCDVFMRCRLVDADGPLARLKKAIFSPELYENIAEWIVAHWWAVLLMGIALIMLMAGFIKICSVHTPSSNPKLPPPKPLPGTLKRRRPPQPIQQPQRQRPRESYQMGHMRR
hgDAF-12 ag: hgDAF-12 agonism, primary luciferase screen; actives 1.8% (n = 370,000); HEK293 GAL4-hgDAF12 UAS-luciferase reporter, agonist luminescence; normalized to butyrate control; activation, % at 6.8 µM;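 active = activation above a cutoff set at the mean of all screened compounds plus 3 SD, cut at about 10% in these data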;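 also: 0% = DMSO wells and 100% = sodium butyrate wells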
DAX1 inh-1: DAX1 (NR0B1) inhibition, primary screen; HEK293T StAR-luciferase reporter, SF-1/DAX-1 repression relief; inhibition, % at 6.8 µM; actives 1.1% (n = 370,000); AID 652010;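 active = inhibition above the mean over all tested compounds plus 3 SD, cut at about 3.6% in these data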;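 also: 0% = DAX-1 cells with DMSO and 100% = cells lacking DAX-1 with DMSO; higher inhibition means more luminescence from relief of DAX-1 repression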
hcDAF-12 act: H. contortus DAF-12 activation, primary screen; HEK293 hcDAF-12 lit1-tk-luc reporter, luminescence; 0% DMSO, 100% Δ7-dafachronic acid; activation, % at 6.8 µM; actives 1.4% (n = 370,000);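 active = activation above the mean of all tested compounds plus 3 SD, cut at about 5.5% in these data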;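 also: 100% = response to 3 µM Δ7-dafachronic acid high control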
DAX1 inh-2: inhibitors of human orphan nuclear receptor DAX1 (NR0B1) | HEK293 Gal4-DAX1 luciferase reporter, luminescence | actives 0.99% (n = 340,000) | AID 504766 | inhibition, % at 6.75 µM;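 active = inhibition above the mean over all tested compounds plus 3 SD, cut at about 4.2% in these data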;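 also: 0% = DAX1-transfected cells with DMSO and 100% = empty-vector control cells with DMSO; inhibition shows as a rise in luminescence from relieved DAX1 repression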
Target sequence (P51843 207-470 limits assumed): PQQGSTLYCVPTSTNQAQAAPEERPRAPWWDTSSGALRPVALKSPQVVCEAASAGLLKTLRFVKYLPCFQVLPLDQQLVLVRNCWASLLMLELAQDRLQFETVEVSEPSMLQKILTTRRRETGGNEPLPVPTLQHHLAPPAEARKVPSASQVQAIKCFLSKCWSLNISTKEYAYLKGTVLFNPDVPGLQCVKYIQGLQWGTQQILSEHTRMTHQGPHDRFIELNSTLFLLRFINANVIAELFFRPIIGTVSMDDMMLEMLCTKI
GC-B act: GC-B (human) receptor activation | P20594 | HEK293-GC-B cells, CNP EC30, cGMP TR-FRET; 0% at EC30 CNP, 100% saturating CNP | activation, % at 10 µM | actives 0.11% (n = 370,000) | AID 1920062;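 active = activation at 10 µM reaching about 35% in either raw or pattern-adjusted values, limit read from the data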
FXN GAA850 act: activators of GAA850 frataxin (FXN) promoter; actives 0.56% (n = 360,000); activation, % at 6 µM; AID 540364; HEK293 lucGAA850 FXN promoter luciferase reporter, 24 h; percent of 10 µM SAHA response;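 active = activation above the average of all compounds screened plus 3 SD, cutoff fixed separately per campaign, cut at about 7.5% in these data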;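 also: 0% = DMSO wells and 100% = 10 µM SAHA wells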
NPR1 activator: GC-A (human) enzyme activation. P16066. HEK293 GC-A cells, cGMP TR-FRET, EC30 ANP; 0% at EC30 ANP, 100% saturating ANP. activation, % at 10 µM. actives 0.14% (n = 370,000). AID 1671463; in the data active = activation above about 40%
SMARCA2 act: increases SMARCA2 function in MMTV reporter cells. MG213 cells, MMTV-luciferase reporter, dexamethasone, overnight. activation, % at 9.1 µM. actives 1% (n = 370,000). AID 652017; in the data active = activation above about 7.8%;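 also: 0% = vehicle wells and 100% = reference activator wells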
Active calls of the source: *; i = inactive; / = no result given.

SMILES	HGIII-sPLA2 inh	ssDAF-12 act	ADAM10 inh	hgDAF-12 ag	DAX1 inh-1	hcDAF-12 act	DAX1 inh-2	GC-B act	FXN GAA850 act	NPR1 activator	SMARCA2 act
Cc1ccc(S(=O)(=O)c2nc(-c3ccccc3Cl)oc2N2CCN(C)CC2)cc1	-15	-1.6	-5	0.4	-0.7	-2.4	-1.0	-3	-0.4	5	0
Cc1ccc2c(=O)n3c(nc2c1)C(Cc1ccccc1)NC(=O)c1cccnc1-3 (stereo not given)	2	-0.3	-12	1.9	-0.1	3.0	1.6	-1	1.2	-7	-1
COc1ccc(N2CCN(Cc3cc(=O)oc4ccc(C)cc34)CC2)cc1	-1	-0.8	3	-2.8	-0.1	0.0	0.2	1	0.6	-3	-2
Brc1cccc(-c2n[nH]c(-c3ccccc3)n2)c1	-5	1.8*	13	14*	3.4	12*	1.8	-10	2.9	-3	4
CN(c1cccnc1)c1ccc(NC(=O)Cc2c[nH]c3ccccc23)cc1-c1ccc(C(C)(C)C)cc1	0	0.0	3	1.6	-1.1	2.5	/	-3	/	-5	-2
Cc1ccc(SCC(=O)NC2CCS(=O)(=O)C2)cc1 (stereo not given)	2	-1.3	-1	-1.2	0.0	-0.9	-0.4	3	-0.4	0	0
Cc1nn(Cc2ccccc2)c(C)c1C(=O)N1CCN(S(=O)(=O)/C=C/c2ccccc2)CC1	0	-1.4	-8	-2.3	-0.4	-1.0	1.0	-8	-1.1	-1	-1
CN(C)CC#CCOC(c1ccccc1)c1ccccc1	1	-1.5	-8	-0.7	0.9	0.3	-0.9	-7	1.3	-7	-4
CN(C(=S)Nc1ccc(Oc2ccccc2)cc1)C1CCCCC1	3	-1.6	7	-1.2	-1.0	-3.8	0.1	3	1.2	5	1
Cc1cc(OC(C)CCN2CCC(C(O)(c3ccccc3)c3ccccc3)CC2)ccc1Br (stereo not given)	-7	-0.8	9	6.4	-0.9	6.8*	/	-2	/	-20	-9
O=C(Nc1ccc(S(=O)(=O)NCC2CCCO2)cc1)c1ccccc1 (stereo not given)	-3	-1.5	-7	-3.7	-1.6	-3.1	0.0	6	-1.7	-2	-4
CC(=O)N1Cc2cc([N+](=O)[O-])ccc2Oc2ccccc21	-3	-2.1	-2	-2.4	-0.5	-3.3	-1.4	-2	3.1	4	0
CC(C)[C@H](NC(=O)c1ccccc1)C(=O)OCC(=O)Nc1ncc(Cl)cc1Cl	0	-1.2	-3	2.0	1.7	-0.4	1.4	3	-1.8	2	2
C[C@@H]1CCCCCCCCC(=O)OCCN1C(=O)OC(C)(C)C	11	-1.1	6	0.7	-0.1	-1.2	0.4	1	0.6	-1	-1
COc1ccc(CC(=O)N(C)C2CCCCC2)cc1S(=O)(=O)N1CCOCC1	3	-2.2	2	-4.4	1.9	0.1	1.5	0	0.7	2	-1
CCOC(=O)N1CCN(C(=O)CSc2ccc3nnc(-c4ccncc4)n3n2)CC1	4	-1.5	-23	2.4	0.2	-0.6	-0.1	-2	-2.0	4	-2
CC(C)(C)NC(=O)c1ccc2c3c(cccc13)CC2	1	-1.9	-20	-1.7	0.1	-1.9	0.0	-4	-1.9	2	2
Cc1ccc(S(=O)(=O)NCC(C)n2cncn2)cc1 (stereo not given)	6	-0.8	-3	-0.5	-0.6	-2.2	-1.5	4	-1.8	4	-2
Cn1c(N)c(S(=O)(=O)c2ccc(Br)cc2)c2nc3ccccc3nc21	-9	-1.6	i	0.7	-0.6	1.5	0.9	3	1.9	3	-3
COc1ccc(CCN2CC(C(=O)N(C)C3CCOCC3)CCC2=O)cc1 (stereo not given)	2	-1.5	-4	-0.2	-0.1	0.4	0.1	0	0.6	1	-2
COc1ccc(C(=O)NC(=S)Nc2ccc(N3CCCC3)cc2)cc1OC	13	-0.3	1	-0.2	-0.5	-1.3	-1.6	5	-0.1	4	-4
Cc1cccc(Nc2nc(N)c([N+](=O)[O-])c(NCCO)n2)c1	11	-0.9	5	-2.8	0.5	-0.4	0.9	11	2.5	19	-2
O=C(OCC(=O)N1CCc2ccccc21)c1c2c(nc3ccccc13)CCCCC2	-13	-2.2	9	-3.0	-1.7	-2.9	-3.6	7	2.5	3	-1
COc1ccc(Oc2ccc3c(C(F)(F)F)cc(C(F)(F)F)nc3n2)cc1	2	-1.3	0	-0.9	0.0	-1.2	0.1	-2	-1.1	0	-2
O=C(c1cccc(Cl)c1)N1CCC(=O)N(C(COCc2cccc(Cl)c2)Cc2ccccc2)CC1 (stereo not given)	-9	-1.4	6	-0.2	-0.1	-0.2	0.3	-8	-0.6	-8	0

(continued)
SMILES	HGIII-sPLA2 inh	ssDAF-12 act	ADAM10 inh	hgDAF-12 ag	DAX1 inh-1	hcDAF-12 act	DAX1 inh-2	GC-B act	FXN GAA850 act	NPR1 activator	SMARCA2 act
N=c1c2c3c(sc2ncn1Cc1ccco1)CCCCC3	0	-1.1	6	-0.8	-0.2	-2.2	-0.7	-4	2.9	9	2
Cc1cc(C)c(C)c(C(=O)COC(=O)CNC(=O)CN2C(=O)c3ccccc3C2=O)c1C	3	-0.5	5	2.0	0.8	0.1	1.2	1	2.1	1	-2
CCN(c1ccccc1)S(=O)(=O)c1cc2c(cc1C)n(C)c(=O)c(=O)n2C	-5	-0.9	-2	0.7	0.1	-0.6	1.1	1	-3.0	1	-1
CCCCC1(CO)C(=O)N(c2ccccc2)N(c2ccccc2)C1=O	4	-0.5	-13	-1.6	-0.2	-0.1	1.1	-1	1.2	-3	1
O=C(Nc1cccc2ncccc12)c1ccc(Br)c([N+](=O)[O-])c1	-2	-1.8	1	0.3	0.0	-0.6	-1.4	9	0.2	25	1
Cc1cc(C)cc(NC(=O)COC(=O)c2ccc3c(c2)OCCO3)c1	13	-0.8	-10	4.5	-0.7	-1.7	-0.5	-3	0.0	6	-1
CCOC(=O)N1CCN(C(=O)CSc2nnc(Cc3ccccc3)o2)CC1	-2	0.5	-2	1.2	-1.6	-1.2	3.0	1	0.5	1	-1
CC1(Cc2ccccc2C#N)C(=O)Nc2ccc(-c3ccccc3)cc21 (stereo not given)	-4	-1.2	15	-3.7	-1.0	-1.9	/	-8	5.7	-14	-3
Cc1cccc(C)c1NC(=O)CSc1nnc([C@H](C)NC(=O)OC(C)(C)C)o1	-6	-1.3	-8	0.1	-0.1	-0.9	0.2	8	1.2	-3	0
COc1ccc(N(CC(=O)NCc2ccco2)S(=O)(=O)c2ccc(C)cc2)cc1OC	2	-1.4	8	0.5	-0.4	-1.8	-0.2	-1	0.4	2	1
CN(C)c1ccc(C(=O)OCC(=O)N2CCOCC2)cc1	2	-0.6	3	3.5	0.7	1.6	0.9	4	3.5	1	1
CN(CC(=O)Nc1ccc(F)c(F)c1F)C(=O)CN1C(=O)NC2(CCCC2)C1=O	9	-0.3	-1	-1.4	1.2	-0.8	-0.6	2	1.5	2	0
CCOC(=O)c1c(NC(=O)CN2CCCc3ccccc32)sc(C(C)=O)c1C	7	-0.6	-7	-2.0	-0.2	3.0	-1.1	-4	3.4	-3	1
O=C(NCCc1ccccc1)C1c2ccccc2C(=O)N1Cc1cccs1 (stereo not given)	8	-1.8	-1	2.2	0.8	-2.2	-1.4	-1	1.5	-1	-1
COC(=O)C(C(=O)OC)C(C(C)C)C(C(=O)OC)C(=O)OC	0	-0.9	6	-1.9	-0.3	-2.2	-0.7	8	-1.6	0	2
CCOC(=O)C1=C(C)NC(C)=C(C(=O)OCC)C1c1ccc(Br)o1	-6	-1.8	-29	0.2	-0.7	-2.3	-0.8	-13	-0.3	-44	0
CCOC(=O)c1cc2c(=O)n3ccccc3nc2n(CCOC)c1=NC(=O)c1c(-c2c(F)cccc2Cl)noc1C	3	-1.5	-125	-0.7	0.1	-0.8	-0.9	-19	1.7	-50	-2
COc1ccccc1C(=O)Nc1ccc(S(=O)(=O)NC2=NCCCCC2)cc1	-7	-1.9	2	-3.0	-0.2	-2.8	0.2	-4	0.2	-1	-3
O=C(CSc1ncnc2c1cnn2CCc1ccccc1)Nc1cccc(C(F)(F)F)c1	9	-1.5	4	1.0	-1.1	-1.6	-1.1	0	-1.7	-1	-7
CC(=O)NS(=O)(=O)c1ccc(NC(=O)/C=C/c2ccccc2Cl)cc1	-5	-0.6	1	0.4	-0.3	1.2	0.1	3	0.5	-2	0
Cc1c(C(=O)NCc2ccc(Cl)c(Cl)c2)sc(=O)n1Cc1ccccc1F	-7	-1.5	11	-2.4	-1.3	-0.9	/	-3	-2.0	-6	-1
COc1cc(/C=C2\SC(=S)N(CCC(=O)Nc3ccccc3)C2=O)cc(OC)c1OC	-4	-1.4	-4	0.6	-0.1	-1.8	0.2	0	0.2	4	-3
CCOC(=O)C1C(c2ccccc2)NC(=S)NC1(C)O (stereo not given)	15	-1.2	4	-0.4	-0.9	0.1	0.3	10	0.8	-1	-1
Cc1ccc(-n2nc3c(=O)n(C(C)C(=O)NCCCc4ccccc4)nc(C)c3c2C)cc1 (stereo not given)	-2	-2.0	4	-6.0	-1.3	-4.8	-1.2	3	-0.8	2	-4
CC[C@]1(c2ccccc2)C(=O)N(C(=O)OC)N1C(=O)OC	12	-0.8	9	1.4	-0.2	-0.5	0.3	6	0.3	-2	-1

The last two compounds of the section above come first, to join the parts:
SMILES	HGIII-sPLA2 inh	ssDAF-12 act	ADAM10 inh	hgDAF-12 ag	DAX1 inh-1	hcDAF-12 act	DAX1 inh-2	GC-B act	FXN GAA850 act	NPR1 activator	SMARCA2 act
Cc1ccc(-n2nc3c(=O)n(C(C)C(=O)NCCCc4ccccc4)nc(C)c3c2C)cc1 (stereo not given)	-2	-2.0	4	-6.0	-1.3	-4.8	-1.2	3	-0.8	2	-4
CC[C@]1(c2ccccc2)C(=O)N(C(=O)OC)N1C(=O)OC	12	-0.8	9	1.4	-0.2	-0.5	0.3	6	0.3	-2	-1
CCOc1ccccc1N1CCN(C(=O)c2ccccc2SCC(=O)N2CCCC2)CC1	8	-0.2	-14	0.5	-0.6	0.1	0.6	6	0.2	-2	0
Nn1c(Cc2cccc3ccccc23)nnc1SCn1nnc2ccccc2c1=O	-8	-1.0	2	-3.6	0.4	-0.9	-0.2	2	0.1	4	-3
NC(=O)c1cccnc1Nc1cccc([N+](=O)[O-])c1	2	-0.3	3	14*	2.6	2.8	4.3*	1	3.4	0	13*
COc1ccc(-c2cc(C(F)(F)F)c(C#N)c(=O)[nH]2)cc1	-15	-0.4	i	0.2	0.9	1.5	2.7	4	0.3	-3	-1
Cc1cccc(C(=O)OCC(=O)N(C)c2ccccc2)c1C	0	-0.9	-7	-2.2	-0.4	-2.8	-0.2	1	-0.3	-6	0
O=[N+]([O-])c1cccc(NCCCN2CCC(C(O)(c3ccccc3)c3ccccc3)CC2)c1	-22	-1.0	-2	0.6	0.4	1.4	/	-8	/	-22	-4
COc1cccc(Nc2nc(-c3ccccc3O)nc3ccccc23)c1	4	0.0	0	1.5	-0.4	3.4	-1.2	9	2.5	11	-2
C/C(=N\NC(=O)c1nn(C)c(C)c1Br)c1ccc(NC(=O)c2ccccc2F)cc1	22*	0.5	-1	14*	4.2*	7.2*	4.4*	1	4.3	0	1

High-throughput results deposited in PubChem BioAssay by several laboratories.
